# Bioassay records from PubChem BioAssay.
# Peg3 prom inh = Peg3 promoter activity inhibition | 360,000 tested, 1.7% active | inhibition, % at 20 µM | HeLa PEG-Prom luciferase reporter, luminescence, overnight;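 active means inhibition of at least 50% at 20 µM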
# KKLEB tox = reduces viability of KKLEB cystic fibrosis airway cells. KKLEB CF airway cells viability, ATPlite luminescence, overnight; hits give low values; cells stimulated with P. aeruginosa culture filtrate. activity change (cytotoxicity), % at 5 µM. 360,000 tested, 0.36% active;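 active means corrected activity change at or below -50% at 5 µM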
# NR2E3 ag-1 = activates human NR2E3 receptor | CHO-S Gal4-NCOR/VP16-NR2E3 two-hybrid, luciferase | Q9Y5X4 | AID 602229 | inhibition of corepressor binding, % at 3.98 µM | 360,000 tested, 0.35% active;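 active means inhibition above the mean of all tested compounds plus 3 SD, cut at about 70% in these data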;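 further: 0% = DMSO with NR2E3 transfected cells and 100% = cells lacking NR2E3 construct; higher means lower luciferase signal from less NR2E3 corepressor binding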
# Target sequence (Q9Y5X4 whole entry, looked up, the tested form may be a part): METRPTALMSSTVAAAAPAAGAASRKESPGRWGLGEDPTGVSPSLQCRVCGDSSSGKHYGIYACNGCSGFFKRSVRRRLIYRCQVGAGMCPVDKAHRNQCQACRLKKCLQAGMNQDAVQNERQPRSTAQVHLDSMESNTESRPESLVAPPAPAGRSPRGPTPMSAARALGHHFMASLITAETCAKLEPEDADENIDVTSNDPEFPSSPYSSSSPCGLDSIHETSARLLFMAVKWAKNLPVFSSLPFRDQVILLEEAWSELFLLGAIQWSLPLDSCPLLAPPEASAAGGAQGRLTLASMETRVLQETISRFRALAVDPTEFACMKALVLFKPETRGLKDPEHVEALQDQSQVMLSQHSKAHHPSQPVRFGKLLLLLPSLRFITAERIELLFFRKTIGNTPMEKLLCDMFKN
# MITF TRPM1 inh = inhibitors of MITF-driven TRPM1 promoter in melanoma cells | AID 488899 | SK-MEL-5 TRPM1 promoter luciferase, 24 h | 330,000 tested, 0.83% active | inhibition, % at 12.5 µM;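 active means mean inhibition across replicates of 60% or more, whatever share of single replicates reaches that level; inconclusive means some that reach 60%, reason not given; inactive means mean inhibition across replicates below 60%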; further: values of inactives mirror those of a sister screen read the other way
# HIF-2a block = inhibitors of HIF-2a | inhibition, % at 18.8 µM | 786-0 RCC cells HIF-2a reporter, luciferase luminescence, overnight | 360,000 tested, 0.72% active | AID 624352;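 active means inhibition of the luminescence signal of 40% or more relative to plate controls, in a single-dose primary screen at 18.75 µM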
# Vif imaging = HIV Vif inhibition | HEK293T cells, Vif self-association by quenched fluorescence, imaging, 24 h | inhibition, % at 7.49 µM | 340,000 tested, 0.35% active; in the data active means inhibition above about 50%, passing the limit was not always enough; inconclusive means no clear call, values can overlap the other calls; inactive means below about 31%; further: some results filed as inactive read as strong as hits
# CF NFkB block = cystic fibrosis NF-kB activation inhibition. KKLEB NF-kB-GFP reporter, PAF-induced, GFP fluorescence overnight. inhibition, % at 5 µM. 360,000 tested, 0.86% active. AID 588850;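 active means at least 50% inhibition at 5 µM, scaled per plate between neutral and stimulator controls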;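 further: PAF is a Pseudomonas aeruginosa culture filtrate used as stimulus; plate controls were PAF-stimulated DMSO wells for no effect and unstimulated DMSO wells for full effect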
# NR2E3 ag-2 = NR2E3 (human) agonism; GST-NR2E3/biotin-RetCOR TR-FRET, 1536-well; 320,000 tested, 0.12% active; AID 2300; inhibition of corepressor binding, % at 4.78 µM;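 active means percent inhibition above the cutoff of mean plus 3 SD of all tested compounds, set per screening campaign, cut at about 20% in these data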;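 further: 0% = DMSO wells and 100% = biotin wells as full block of FRET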
#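 System: GST-tagged NR2E3 plus biotinylated RetCOR corepressor; Buffer or medium: pH 7.5 Tris-based buffer; Probe or stimulus: RetCOR corepressor, biotinylated, 7 nM; Doses: compound at 4.8 µM, single dose; Schedule: 5 h incubation at 4 °C; Technique: time-resolved FRET; Evaluation: percent inhibition of TR-FRET ratio; Replication: one well per compound, singlicate testing.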
# CaV13 ICDI inh = Primary screen for inhibitors of IQ motif and Ca2+-dependent inactivation inhibitor domain binding in CACNA1D, Förster resonance energy transfer in living cells, …; HEK cells, CFP/YFP FRET ICDI-IQ, plate reader, 10 min; percent FRET-ratio fall versus neutral wells; inhibition, % at 12.3 µM; 340,000 tested, 0.098% active;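 active means mean replicate inhibition of at least 30% and at least 1% of replicates passing that level; inconclusive means only one of the two criteria is met; inactive means neither criterion is met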;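 further: 0% = median of the neutral control wells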
# PDI inh = PDI (human) enzyme inhibition; PDI insulin aggregation turbidity, A650, 90 min; 350,000 tested, 0.052% active; AID 588391; P07237; inhibition, % at 10 µM;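 active means mean inhibition across replicates of 30% or more, whatever share of single replicates reach that level; inconclusive means mean inhibition below 30% while every single replicate reaches 30%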;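 further: absorbance from insulin aggregation driven by PDI reduction with DTT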
# Target sequence (P07237 whole entry, looked up): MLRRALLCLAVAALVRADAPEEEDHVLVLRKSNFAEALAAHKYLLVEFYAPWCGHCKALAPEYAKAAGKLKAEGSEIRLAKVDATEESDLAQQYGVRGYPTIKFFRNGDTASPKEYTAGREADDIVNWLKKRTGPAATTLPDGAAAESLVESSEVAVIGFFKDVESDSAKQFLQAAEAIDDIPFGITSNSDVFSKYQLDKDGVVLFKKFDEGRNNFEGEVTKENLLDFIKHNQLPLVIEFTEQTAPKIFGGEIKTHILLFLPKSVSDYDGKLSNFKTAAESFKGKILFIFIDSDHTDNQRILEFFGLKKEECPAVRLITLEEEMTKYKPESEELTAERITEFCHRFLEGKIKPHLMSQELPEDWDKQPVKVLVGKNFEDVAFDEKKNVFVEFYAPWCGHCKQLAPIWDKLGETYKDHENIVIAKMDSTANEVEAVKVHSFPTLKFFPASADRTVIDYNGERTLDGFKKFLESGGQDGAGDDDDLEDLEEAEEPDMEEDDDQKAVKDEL
# Shn3 inh set2 = reduces Shn3 3'UTR luciferase signal in osteoblasts; Clone20 osteoblast Shn3 3'UTR firefly luciferase, 24 h; inhibition, % at 12.5 µM; 360,000 tested, 0.52% active; AID 588674;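 active means mean inhibition of at least 75% with every replicate also reaching 75%; inconclusive means mean inhibition at least 75% but some replicate below; inactive means mean inhibition below 75%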;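 further: 0% = median of neutral control wells and 100% = pilot-screen positive control compound; some compounds past the cut are filed as inactive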
# Active calls of the source: *; u = inconclusive; x = not tested or not shown; & = joins results of further samples.
# The first two compounds, ahead of the listing:
SMILES,Peg3 prom inh,KKLEB tox,NR2E3 ag-1,MITF TRPM1 inh,HIF-2a block,Vif imaging,CF NFkB block,NR2E3 ag-2,CaV13 ICDI inh,PDI inh,Shn3 inh set2
O=C(NCCCN1CCCC1)c1ccc(CS(=O)(=O)c2ccc(Cl)cc2)o1,-13,5,-13,9,14,-3,6,-2,-5,16,-25
O=C(c1ccc(F)cc1)c1cnc(Nc2ccccc2)s1,-245,-6,-95,-64,-233,-1,16,1,-6,-11,-9

# Results (from the top)
SMILES,Peg3 prom inh,KKLEB tox,NR2E3 ag-1,MITF TRPM1 inh,HIF-2a block,Vif imaging,CF NFkB block,NR2E3 ag-2,CaV13 ICDI inh,PDI inh,Shn3 inh set2
O=C(NCCCN1CCCC1)c1ccc(CS(=O)(=O)c2ccc(Cl)cc2)o1,-13,5,-13,9,14,-3,6,-2,-5,16,-25
O=C(c1ccc(F)cc1)c1cnc(Nc2ccccc2)s1,-245,-6,-95,-64,-233,-1,16,1,-6,-11,-9
CC(C)CCNC(=O)C1CC(=O)N(C2CCCC2)C1 (stereo unspecified),3,-11,-12,-8,14,10,10,-1,-2,1,2
CC(C)CC1Nc2ncnc(N3CCN(c4ccccn4)CC3)c2N(Cc2ccc(Br)cc2)C1=O (stereo unspecified),16&-1,-6&-2,0&14,-2,-1&-11,x,13&17,6,-6,1,-11&-2
O=C1C2CCCN2C(c2ccccc2)N1c1nccs1 (stereo unspecified),-5,-1,-15,7,5,4,-2,-6,-5,4,-8
OCCNCCOc1ccccc1F,-5,5,-2,-1,-4,4,-6,7,-5,19,0
O=C(Oc1ccc2[nH]cc(CCN3C(=O)c4ccccc4C3=O)c2c1)c1ccco1,-58,4,-15,-31,-41,2,-6,4,-10,-3,-17
OC[C@@H]1CN(Cc2ccccc2)C[C@H](n2cnc3c(NCc4ccncc4)ncnc32)O1,0,-19,20,x,-12,9,15,x,-13,0,-11
COc1ccc(NC(=O)CCc2ccccc2)cc1S(=O)(=O)N1CCOCC1,6,-4,-7,4,13,-1,4,4,-8,-12,-3
CC(=O)NS(=O)(=O)c1ccc(NC(=O)CC(C)c2ccccc2)cc1 (stereo unspecified),8,5,-10,1,10,9,23,0,-5,-4,0
N#Cc1ccsc1NC(=O)CN1CCN(c2ccccc2O)CC1,-9,-5,-31,1,-5,-6,11,1,-4,-18,7
Cc1ccc2c(c1)[C@H]1[C@H](CO2)[C@H](c2ccccc2)[C@]2(C)C(=O)Nc3cc(F)c(F)cc3C(=O)N12,13,-8,12,9,9,-4,24,x,-6,3,-6
CCOc1nc(NCCN2CCOCC2)nc(Nc2ccc(C)cc2)n1,5,-5,0,-2,-7,-1,11,-1,x,-6,0
CCc1nc2ccc(C(=O)Nc3cccc(NS(C)(=O)=O)c3)cn2c1N(C)C(=O)c1cccc(OC)c1,-2,-4,-22,x,13,4,10,x,-7,5,-7
COc1ccc(C(=S)N2CCN(c3ccccc3C)CC2)cc1OC,24,-2,26,0,4,-22,29,x,-4,9,-4
CC(=O)Nc1ccc(SCC(=O)Nc2oc(C)c3c(C)n[nH]c(=O)c23)cc1,9,-26,-1,-8,5,8,-5,-2,-7,16,-7
Cc1ccc2nc(COC(=O)c3cnccn3)cc(=O)n2c1,19,3,-19,5,10,0,11,x,-3,21,-20
CCN(CC(=O)Nc1c(F)cccc1F)C(=O)CCc1nc2cc(S(=O)(=O)N3CCOCC3)ccc2n1C,-2,-4,-1,10,10,-2,0,-4,-5,1,-44
CCc1ccc(S(=O)(=O)Nc2cc3c(cc2N2CCOCC2)n(C)c(=O)c(=O)n3C)cc1,17,1,-5,-4,5,11,-17,3,-5,3,9
O=C(Cn1c(=O)c2c(ncn2Cc2ccccc2)n(Cc2ccccc2)c1=O)N1CCc2ccccc21,18,2,11,10,4,x,6,0,-8,-1,26
COc1ccc(NC(=O)c2cccc(N3C(=O)C4C5CCC(C5)C4C3=O)c2)cc1 (stereo unspecified),5,2,-8,-6,1,-10,23,2,x,6,17
O=C(O)c1cccc(N(CCO)CCO)c1,18,22,15,-2,10,-1,-2,2,-4,0,x
CC(=O)N/C(=C\c1ccccc1)C(=O)OCc1cc(C)ccc1C,7,-5,-29,4,3,1,2,1,-2,16,2
COc1cccc(OCC(=O)NC2CCCCCC2)c1,-110,5,7,-17,-130,1,-4,5,-2,3,-13
CSc1ccc(NC(=O)NCc2ccccc2)cc1,-213,5,-90,-78,-239,-12,2,1,-5,5,-54
Cc1ccc(-n2nc3c(=O)n(CC(=O)NCc4cccs4)nc(C)c3c2C)cc1,11,-9,14,12,2,-1,-9,0,-2,-2,11
O=C(NCCS(=O)(=O)NC1CCCCC1)c1ccccc1,1,-10,-6,8,15,13,-3,0,-6,9,7
COc1cc2c(cc1OC)CN(C(=O)c1cc(COc3ccccc3SC)on1)CC2,-65,-11,8,x,-135,0,7,x,-11,9,-23
O=C(O)C1CCCN1S(=O)(=O)c1ccc2c(c1)CCC2 (stereo unspecified),-4,-9,0,0,12,u,10,1,-9,5,13
Cc1[nH]c2ccccc2c1SCC(=O)N1CCN(c2ccccc2)CC1,14,5,-2,6,-2,x,10,2,-3,x,10
COc1ccc2c(c1)C(c1ccccc1)NC(=O)C2 (stereo unspecified),-12,-5,-16,-10,17,11,3,6,-10,-72,-27
CC(C(=O)NC1CCCC1)N(c1ccc(Oc2ccccc2)cc1)S(C)(=O)=O (stereo unspecified),2,-2,2,4,19,11,6,-1,5,-2,0
COC(=O)CCC(=O)Nc1nccs1,12,-14,2,-4,17,2,3,1,-19,-9,4
CC(CC(=O)Nc1ccc2c(c1)c(=O)n(C)n2Cc1ccc(F)cc1)c1ccccc1 (stereo unspecified),15,-28,5,x,3,-16,27,x,-5,6,-22
CCCCn1c(-c2nn(C)cc2Cl)n[nH]c1=S,11,7,-13,-18,18,5,-3,1,x,-1,-12
COc1ccc(NC(=O)Nc2ccon2)cc1OC,1,24,-29,-9,-19,-1,-13,11,-3,-2,10
CCOc1ccc(CNC(=O)C2CCCN(S(C)(=O)=O)C2)cc1OC (stereo unspecified),12,-5,0,18,-18,-3,-4,-1,x,-3,-7
CCc1ccc(CN(C)C(=O)C2CCC(=O)N(CCc3ccc(OC)cc3)C2)nc1 (stereo unspecified),6,8,-15,5,1,-21,-12,3,-7,1,12
COc1ccc(-c2nc3c4ccccc4ccn3c2Cc2ccccc2)cc1OC,-167,-2,-88,x,-251,x,-67,x,-5,x,-41
COc1ccc(C2CC(=O)c3cc(OC)c(OC)cc32)cc1OC (stereo unspecified),13,-22,-13,-26,17,0,8,2,-21,6,17
O=C(Nc1nc2c(F)cccc2s1)c1ccc([N+](=O)[O-])o1,-170,3,35,x,-202,4,-21,3,-7,x,-26
CCc1ccc(N/C(SCc2cccc(F)c2)=C(/C#N)C(=O)NCc2ccco2)cc1,24,5,-7,-1,-32,1,-6,2,-5,0,34
CCOC(=O)C1C(=O)CC(C)(O)C(C(=O)OCC)C1/C=C/c1ccccc1 (stereo unspecified),8,0,-14,-2,9,-11,-6,x,x,-5,20
CSc1nnc(N2C(=O)C(O)=C(C(=O)c3ccco3)C2c2cccc(Cl)c2)s1 (stereo unspecified),-23,5,-46,5,-30,3,-9,10,-20,-12,-13
Cc1cc(C)c2c(-n3cccc3)c(C(=O)NNS(=O)(=O)c3ccccc3)sc2n1,19,-1,-12,10,8,-4,-3,4,-5,1,18
Cc1ccc(S(=O)(=O)Nc2cncnc2NS(=O)(=O)c2ccc(C)cc2)cc1,-6,1,-28,0,20,15,-1,x,-17,-3,7
Cc1cccc(C)c1NC(=O)CN(C)C(=O)c1ccc2c(=O)n3c(nc2c1)CCC3,-4,-4,21,-11,2,4,-3,5,-6,3,2
CC(Sc1nnc(-c2ccco2)n1C)C(=O)Nc1ccc(N2CCOCC2)cc1 (stereo unspecified),-15,3,-8,-4,-5,-5,-3,x,-4,-10,-10
O=C(NC1CC1)c1ccc(-c2ccc3nccn3c2)cc1,-23,-2,-6,x,-42,2,5,x,-5,2,-29
COc1ccc2c(CC(=O)OCC(=O)Nc3ccccc3[N+](=O)[O-])coc2c1,1,1,-3,16,5,5,-30,3,-2,-76,0
Cc1cc(C)cc(C(=O)N(CCc2ccccc2)C2=CC3CCC(C2)N3C)c1 (stereo unspecified),6,-2,5,8,15,4,11,6,10,-14,5
Cc1nn(C)c(NC(=O)c2ccc([N+](=O)[O-])cc2)c1Cl,3,-7,-11,-3,9,9,19,2,25,-3,4
Cn1nnnc1SCC(=O)N1N=C(c2ccc(Cl)cc2)CC1c1ccco1 (stereo unspecified),11,3,-11,4,7,-9,25,x,-5,13,-2
Cc1cc2c(cc1S(N)(=O)=O)S(=O)(=O)CCC2,-7,8,-27,-8,10,-2,0,4,-4,13,-13
COCCCNC(=S)Nc1ccc(N2CCCCC2)cc1,-29,-10,-30,2,-28,-2,-8,4,-7,-1,-16
CCN(C(=O)CSc1nncs1)c1c(N)n(Cc2ccccc2)c(=O)[nH]c1=O,-29,-2,5,13,14,u,5,5,-4,0,5
CCN(CCCNC(=O)C1CCC(=O)N1C1CCCC1)c1cccc(C)c1 (stereo unspecified),18,-7,-16,5,9,x,11,2,x,-16,5
Cc1cc(=O)oc2c(C)c(OCC(=O)NC3CC(C)(C)NC(C)(C)C3)ccc12,-14,-8,-29,-1,5,8,-1,-1,-3,8,-1
O=[N+]([O-])c1ccc2nc(-c3ccc(OC(F)F)cc3)cn2c1,-226,1,-60,-12,-220,-2,-36,1,-5,-6,-42
COc1ccccc1Nc1ncccc1C(=O)O,8,14,-29,12,13,x,-1,0,-5,-5,-19
# The list continues:
SMILES,Peg3 prom inh,KKLEB tox,NR2E3 ag-1,MITF TRPM1 inh,HIF-2a block,Vif imaging,CF NFkB block,NR2E3 ag-2,CaV13 ICDI inh,PDI inh,Shn3 inh set2
CCc1cccc(N(C(=O)c2csnn2)C(C(=O)NC2CCCC2)c2cccnc2)c1 (stereo unspecified),5,5,-41,3,8,6,6,5,-3,0,15
Cc1n[nH]c(=S)n1/N=C/c1ccc(OCc2ccc(Cl)cc2)cc1,-336,-27,-122,-47,-163,-10,-24,1,-7,3,-50
COc1ccc(-c2noc(=O)[nH]2)cc1,-5,1,0,6,0,15,8,-3,-3,5,-23
CNC(=O)CSc1nc2cccnc2n1C1CCCCC1,1,-11,-8,6,7,4,28,1,-4,-7,24
Nc1ccc(S(=O)(=O)N2CCCC2)cc1,1,6,-12,1,-8,11,10,5,-2,1,18
O=C(O)CSCc1cnn(-c2ccccc2)c1-n1cccc1,13,22,-17,6,7,x,-24,2,-9,-4,-7
